KDM5B inhibitor – KDM5B demethylase inhibition; Q9UGL1; KDM5B demethylase, FDH-coupled NADH fluorescence (FDH is formaldehyde dehydrogenase); Potency, µM (series often up to 57.7 µM), without a hit: at the highest dose activity change, negative = inhibition, usual class: inhibitors; 2.6% of 220,000 active; AID 1347165; active = well fitted inhibition curve with a large enough effect; inconclusive = small, poorly fitted or top-dose-only effect; inactive = no such curve, though single readings can be large or run the other way; note: 0% is about no effect; nearly all actives have a fitted effect of over 70% in size
Target sequence (Q9UGL1 whole entry, looked up): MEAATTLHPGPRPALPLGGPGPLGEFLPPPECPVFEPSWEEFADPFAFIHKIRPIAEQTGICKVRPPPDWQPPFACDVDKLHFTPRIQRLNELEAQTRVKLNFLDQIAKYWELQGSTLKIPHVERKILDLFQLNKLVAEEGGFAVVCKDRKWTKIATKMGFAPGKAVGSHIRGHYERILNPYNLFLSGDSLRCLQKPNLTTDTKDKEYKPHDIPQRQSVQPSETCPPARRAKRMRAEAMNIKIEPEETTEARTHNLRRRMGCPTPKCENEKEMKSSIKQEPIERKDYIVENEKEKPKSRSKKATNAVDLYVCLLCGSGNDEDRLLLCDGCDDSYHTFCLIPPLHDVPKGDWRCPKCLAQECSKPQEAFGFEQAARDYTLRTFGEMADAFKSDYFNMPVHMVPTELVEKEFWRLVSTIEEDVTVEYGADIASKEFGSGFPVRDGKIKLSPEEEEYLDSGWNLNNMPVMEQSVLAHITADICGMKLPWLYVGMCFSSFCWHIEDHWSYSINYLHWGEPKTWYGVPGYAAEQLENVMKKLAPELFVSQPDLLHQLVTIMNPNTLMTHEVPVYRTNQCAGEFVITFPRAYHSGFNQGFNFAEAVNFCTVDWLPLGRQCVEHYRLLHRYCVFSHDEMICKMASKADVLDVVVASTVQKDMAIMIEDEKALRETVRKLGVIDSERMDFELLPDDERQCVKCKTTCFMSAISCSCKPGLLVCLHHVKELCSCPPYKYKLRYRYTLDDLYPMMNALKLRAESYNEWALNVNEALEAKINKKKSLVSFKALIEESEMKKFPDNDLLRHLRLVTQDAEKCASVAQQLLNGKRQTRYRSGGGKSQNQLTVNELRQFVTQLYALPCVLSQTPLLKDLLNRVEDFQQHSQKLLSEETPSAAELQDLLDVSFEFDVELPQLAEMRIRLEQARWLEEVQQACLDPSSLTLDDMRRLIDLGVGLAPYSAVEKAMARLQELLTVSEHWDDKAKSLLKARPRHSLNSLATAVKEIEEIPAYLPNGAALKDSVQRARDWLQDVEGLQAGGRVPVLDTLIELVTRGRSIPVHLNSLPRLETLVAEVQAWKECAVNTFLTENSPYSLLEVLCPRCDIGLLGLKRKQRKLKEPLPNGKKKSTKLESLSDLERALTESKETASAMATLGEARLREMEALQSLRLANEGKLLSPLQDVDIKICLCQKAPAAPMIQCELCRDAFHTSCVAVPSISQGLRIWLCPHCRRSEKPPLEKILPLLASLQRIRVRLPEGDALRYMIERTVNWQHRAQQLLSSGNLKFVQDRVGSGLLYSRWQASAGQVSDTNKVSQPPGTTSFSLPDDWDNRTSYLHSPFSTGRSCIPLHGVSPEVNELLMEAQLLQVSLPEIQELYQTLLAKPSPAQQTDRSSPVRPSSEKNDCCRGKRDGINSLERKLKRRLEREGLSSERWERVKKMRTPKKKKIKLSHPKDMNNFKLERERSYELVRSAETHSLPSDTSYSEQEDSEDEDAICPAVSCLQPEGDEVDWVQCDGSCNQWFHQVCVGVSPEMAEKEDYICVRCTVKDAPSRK
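qHTS format, multiple compound concentrations. Buffer 50 mM HEPES pH 7.5/0.01% Tween-20; 200 nM KDM5BΔAP final; 10 min compound preincubation; substrate-mix levels 12.5 µM peptide, 25 µM α-KG, 0.25 mM NAD⁺; 30 min RT; ΔRFU.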
An asterisk follows results filed as active; i = inactive; ? = inconclusive; [ ] = another dose, or the depositor's remark. Potency is the fitted concentration of half-maximal effect.

Molecule	KDM5B inhibitor
COCCn1ncc(N2CCC(NC(=O)C3CCC3)CC2)cc1=O	1.0%
CC(C)CC(CNC(=O)c1n[nH]c(=O)c2ccccc12)N1CCOCC1 (stereo unspecified)	20.1%
O=C(c1cc2cc(Br)ccc2oc1=O)N1CCCCCC1	3.7%
O=C(OCC1C(COC(=O)c2cc([N+](=O)[O-])ccc2Cl)C1(Cl)Cl)c1cc([N+](=O)[O-])ccc1Cl (stereo unspecified)	-15.2%
Cc1cc(C)c(-n2nnnc2SCC(=O)c2cc3ccccc3o2)c(C)c1	14.8%
Cc1nc(CNc2ncc(S(C)(=O)=O)c(C3CCCNC3)n2)sc1C (stereo unspecified)	?
Cn1nc(C(=O)OCc2nc(-c3ccc(Br)cc3)no2)c2ccccc21	-20.2%
Cc1cc(C)n(-c2nc3ccccc3nc2Nc2ccc(F)cc2F)n1	12.6%
COc1cccc(Oc2c(C(F)(F)F)oc3cc(OC(C)=O)ccc3c2=O)c1	5.5%
COc1cccc(-c2cn3c(n2)sc2cc(C(=O)NCCc4ccc(OC)c(OC)c4)ccc23)c1	?
COc1ccc(C(=O)N2CCC3(CC2)NC(=O)N(c2ccccc2)N3)cc1OC	?
CCOc1ccccc1NC(=O)CN1C=C(C(=O)OC)C(C)=NS1(=O)=O	12.3%
CSCc1ccc(C(=O)NC(C)c2cnn(-c3ccccn3)c2C)o1 (stereo unspecified)	9.7%
O=C(NCCc1cccs1)C1CC2CCCC(C1)C21SCCS1 (stereo unspecified)	-16.8%
COc1ccc(-n2c(=O)c3c(n2Cc2ccccc2)CN(C(=O)C2CCCO2)CC3)cc1 (stereo unspecified)	4.6%[86.2 µM]
Clc1ccccc1C1(c2ccnc(NCCc3ccncc3)n2)CCNCC1	?
COc1cc(-c2onc(C)c2C(=O)NCc2ccc(F)cc2F)cc(OC)c1OC	-4.7%
COC1CCC12CCN(C(=O)Cc1ccccc1)CC2 (stereo unspecified)	14.1%
CC(C)C(NS(=O)(=O)c1cccc2cccnc12)C(=O)Nc1ccc(OC(F)(F)F)cc1 (stereo unspecified)	-12.5%
COc1cc(CN2C[C@@H]3C(=O)N(CCCN4CCCC4=O)C(=O)[C@@H]3C2)ccc1OC(C)C	-1.6%
COCCC(=O)N1CC[C@H](c2nc3ccccc3o2)C1	35.4%[activator][115 µM]
CCOC(=O)c1oc2c(c1C)-c1nn(Cc3ccc(Cl)cc3)cc1CC2	?
Cn1nc(C(=O)N(CC(N)=O)c2ccccc2)c2ccccc2c1=O	17.0%
COc1ccc(CC(=O)N[C@@H]2COCC[C@H]2OCc2ccccn2)cc1	7.5%
COc1ccc(S(=O)(=O)N2CCc3ccccc32)cc1C(=O)N1CCN(C(=O)c2ccco2)CC1	18.0%
C=C(C)C1CCC2(COC(=O)CCC(=O)O)CC[C@]3(C)C(CCC4[C@@]5(C)CCC(OC(=O)CCC(=O)O)C(C)(C)C5CC[C@]43C)C12 (stereo partly specified)	32.3%
COc1ccc(C2Cn3nnc(C(=O)N4CCN(C(=O)c5cc(C)ccc5C)CC4)c3CO2)cc1 (stereo unspecified)	-5.9%
COc1ccc(-c2cc(Nc3ccccc3Cl)nc(C)n2)cc1	?
CCn1c(NC(C)=O)c(-c2ccccc2Cl)c(=O)c2ccccc21	-13.9%
O=S(=O)(NC(c1ccccc1)c1ccccc1)c1cccc2nsnc12	-3.2%
CCN1c2cc(C(=O)NCc3cccc(Cl)c3)ccc2C(=O)N2CCCCCC21 (stereo unspecified)	?
CCc1cccc(NC(=O)C(Cc2ccccc2)n2cccc2)c1 (stereo unspecified)	-26.1%
CSCCC(=O)N1CCN(c2oc(-c3ccco3)nc2C#N)CC1	?
COc1cccc(CC(=O)NC2CCN(c3cc(-c4ccc(F)cc4)[nH]n3)C2)c1 (stereo unspecified)	7.94µM*
CN(Cc1ccsc1)C(=O)CCc1ccsc1	-5.1%
Cc1ccc(-n2c(=O)c3c(cnn3C)n(CC(=O)Nc3cccc(C)c3)c2=O)cc1	-28.3%
COC(=O)[C@@H](C)NC(=O)[C@H]1CN(C(=O)c2cccnc2)CCN1C(C)=O	-14.3%[86.2 µM]
CC1CCN(C(=O)c2ccccc2NC(=O)Cc2ccccc2)CC1	13.7%
COc1cccc(OCc2nc3c(n2Cc2ccccc2)C(=O)N(Cc2ccccc2C#N)CCN3)c1	?
CCC1CN(c2ccc(-c3nc(-c4ccc(OC)cc4)no3)cn2)CCN1C (stereo unspecified)	?
Fc1ccc(-n2ncc3c(NCCCn4ccnc4)ncnc32)cc1	?
Cc1nn(-c2ccc(C(C)(C)C)cc2)c(C)c1[C@@H]1C=C[C@@H](NCc2ccco2)C1	-23.4%[86.2 µM]
CCCCn1c(N)c(N(CC)C(=O)C2Cc3ccccc3C(=O)O2)c(=O)[nH]c1=O (stereo unspecified)	13.8%
CCOC(=O)c1c(NC(=O)c2ccc(C)cc2)sc2c1CCCCC2	?
CC(c1cccs1)N(C)Cc1cccc(C(F)(F)F)c1 (stereo unspecified)	21.0%[86.2 µM]
CCc1ccc2c(CN(C)CC(=O)N(C)C)cc(=O)oc2c1	-5.5%
Cc1ccc2nc3n(c2c1)[C@@H](CNC1CCOCC1)COC3	-3.8%[86.2 µM]
Cc1cc(N/N=C/c2ccncc2)c([N+](=O)[O-])cc1[N+](=O)[O-]	23.7%
Cc1cccc(C)c1Nc1c(-c2ccccc2O)nc2cnccn12	-29.5%
Cn1c(=O)c2c(SCC(=O)N3CCc4ccccc43)nc(-c3ccccc3Cl)nc2n(C)c1=O	11.1%
O=C(O)c1ccc(N2C(=O)c3[nH]nc(-c4ccccc4)c3C2c2cccc(F)c2)cc1 (stereo unspecified)	-0.4%
COc1c(N)ccnc1-c1cccc(CN2CCOCC2)c1	1.1%
C[C@@H](NC(=O)c1cccn1C)c1onc(-c2ccccc2)c1C(=O)O	-17.3%[86.2 µM]
CCCOc1ccc(/C=N/NC(=O)c2ccc3c(c2)OCO3)c(OCCC)c1	?
Cc1c(NC(=S)NC(=O)c2ccc(Cl)cc2)c(=O)n(-c2ccccc2)n1C	6.5%
CC(Sc1nc(CN2CCOCC2)nc2ccccc12)C(=O)Nc1cccc(F)c1 (stereo unspecified)	-13.8%
O=C(C1COc2ccccc2O1)N1CCN(c2cc(-c3ccc(Cl)cc3)[nH]n2)CC1 (stereo unspecified)	-13.5%
Cn1cc(-c2cnc(Nc3cncnc3)c3c2CCO3)cn1	-5.8%[86.2 µM]
COc1ccc(NC(=O)Nc2nnc(N(CC(C)C)CC(C)C)s2)c(OC)c1	-15.3%
Cc1ccc(C(=O)Nc2nnc(S(=O)(=O)N(C)Cc3ccc(F)cc3)s2)cc1	-5.9%

Retrieved by structure from above:
Molecule	KDM5B inhibitor
COc1ccc(CC(=O)N[C@@H]2COCC[C@H]2OCc2ccccn2)cc1	7.5%
COc1ccc(-c2cc(Nc3ccccc3Cl)nc(C)n2)cc1	?
C=C(C)C1CCC2(COC(=O)CCC(=O)O)CC[C@]3(C)C(CCC4[C@@]5(C)CCC(OC(=O)CCC(=O)O)C(C)(C)C5CC[C@]43C)C12 (stereo partly specified)	32.3%

The list goes on.
Molecule	KDM5B inhibitor
COc1ccc(-c2c(C(F)(F)F)oc3cc(OC(=O)C(C)C)ccc3c2=O)cc1OC	8.6%
CN1C(=O)CCC2(CNC(=O)c3cccs3)CCC=C12 (stereo unspecified)	17.0%
O[C@@H]1C[C@@H](c2nc(Cc3ccccc3)no2)N(Cc2ccc(F)cc2)C1	-20.1%[86.2 µM]
CCN(CC)Cc1cnc2c(C(=O)NCc3nc(C)cs3)cnn2c1	-25.6%
CC(C)CN(CC(=O)NC(N)=O)C1CC1	-1.7%
CCOC(=O)C1CCCN(C(=O)Cn2cccc2-c2nc(-c3ccc(C)cc3)no2)C1 (stereo unspecified)	-18.4%
O=C(NC1CCCCC1)c1ccc2c(c1)sc1nc(-c3ccccc3)cn12	?
Cc1cc(C)n2nc(CC(=O)Nc3nc(-c4ccc(F)cc4)c(C)s3)nc2n1	14.1%
CCCCNc1cc(N2CCN(C3CCCCC3)CC2)c2noc3c2c1C(=O)c1ccccc1-3	?
CCc1ccc(NC(=O)CSc2nc3nc(C)cc(C)n3n2)cc1	-14.2%
CCOc1cc2[nH]c(=O)n(CCCCC(=O)N3CCN(c4ccc(OC)cc4)CC3)c(=O)c2cc1OCC	11.4%
COC(=O)C1C2CCC(C2)C1C(=O)OCC(=O)c1ccc(Cl)cc1 (stereo unspecified)	-18.7%
COCCCNC(=O)CN(C)C(=O)c1cc2ccccc2n1C	5.9%
Cc1ccc(NC(=O)N2CC(C(=O)N(C)C)C3(CCOCC3)C2)cc1F (stereo unspecified)	-2.3%
CCCNC(=O)NC(=O)CN(Cc1ccc(C#N)cc1)C(C)C	-9.2%
O=C(NCCN1CCOCC1)C1CC(=O)N(c2n[nH]c3cc(Br)ccc23)C1 (stereo unspecified)	-3.4%
Cn1cc(CN[C@H]2[C@H](O)[C@H](O)C[C@@H]2c2ccccc2)c2ccccc21	0.7%[86.2 µM]
COc1ccccc1C(=O)Nc1ccc2oc(-c3ccccc3)cc(=O)c2c1	-7.8%
CC1=C(C(=O)Nc2ccccc2)C(c2cccs2)n2nc(SCc3ccccc3F)nc2N1 (stereo unspecified)	-21.5%
Cc1ccc2c(c1)N1C(=O)OC[C@@H]1CCN(C(=O)c1ccccn1)C2	6.5%[86.2 µM]
CC(COc1cccc([N+](=O)[O-])c1)CN1CCC(C(O)(c2ccccc2)c2ccccc2)CC1 (stereo unspecified)	-21.0%
CN(C(=O)CC(c1cccc(O)c1)c1cccc(Cl)c1)C1CCOCC1 (stereo unspecified)	26.0%
CCOc1ccc2c(=O)c(Oc3ccccc3OC)c(C)oc2c1	8.9%
COc1ccc(CNC(=O)C2=NO[C@@H]3CN(c4ccccn4)C[C@H]23)cc1OC	9.5%[86.2 µM]
Cc1cccc(-n2c(C)nc3cc(C(=O)NCCC4=CCCCC4)ccc32)c1	-26.5%
O=S(=O)(c1ccc(F)cc1)c1ccc(F)cc1	9.3%
Cc1ccc(-c2nnn3c2nc(NCC(C)c2ccccc2)c2ccccc23)cc1 (stereo unspecified)	?
C#CCN(C)C(=O)C[C@@H]1c2nc(-c3cccnc3)sc2C[C@@H]2[C@](C)(CO)[C@H](O)CC[C@]21C	31.6µM*
O=C(C1CC1)N1CC[C@H](c2nc3ccccc3o2)C1	-21.7%[115 µM]
Cn1c(=O)c2c(nc(NCCO)n2Cc2ccccc2Br)n(C)c1=O	-5.6%

Records listed so far that bear a hit mark in KDM5B inhibitor:
Molecule	KDM5B inhibitor
COc1cccc(CC(=O)NC2CCN(c3cc(-c4ccc(F)cc4)[nH]n3)C2)c1 (stereo unspecified)	7.94µM*
C#CCN(C)C(=O)C[C@@H]1c2nc(-c3cccnc3)sc2C[C@@H]2[C@](C)(CO)[C@H](O)CC[C@]21C	31.6µM*

3 compounds from above, ordered by the number in KDM5B inhibitor, high to low.
Molecule	KDM5B inhibitor
Cc1cc(C)n2nc(CC(=O)Nc3nc(-c4ccc(F)cc4)c(C)s3)nc2n1	14.1%
CCOc1ccc2c(=O)c(Oc3ccccc3OC)c(C)oc2c1	8.9%
CCOC(=O)C1CCCN(C(=O)Cn2cccc2-c2nc(-c3ccc(C)cc3)no2)C1 (stereo unspecified)	-18.4%

Additional entries:
Molecule	KDM5B inhibitor
CCC(C)(C)NC(=O)Cc1csc(-c2ccccc2)n1	5.1%
c1ccc(N2CCN(c3nc(N4CCCCC4)nc4nccnc34)CC2)cc1	12.8%
CC1=C(C(=O)N2CCOCC2)C(c2cc(Br)ccc2F)C2=C(CCCC2=O)N1 (stereo unspecified)	?
O=C(CN1CCN(c2ccccc2)CC1)N1CCc2ccccc21	14.1%
Cn1cccc1C(=O)N1C[C@@H](CO)[C@H](c2ccccn2)C1	-10.8%
O=C(O)CCC(=O)N1Cc2ccccc2CC2(CCCCN2Cc2ccccc2)C1 (stereo unspecified)	-7.9%[115 µM]
CCOc1ccccc1CNC(=O)CN(c1ccc(C)cc1)S(=O)(=O)N(C)C	2.9%
CCN(Cc1ccccc1)c1ccc(NS(=O)(=O)c2ccc(C3CCCCC3)cc2)cc1C(=O)O	5.2%
Cc1noc(C)c1-c1cc2c(cc(C)n2C)c(-c2cccc(CO)c2)n1	i
O=C(O)CCC(=O)CCC(=O)c1ccc(Br)cc1	12.3%
CCn1ccnc1CN1CCC(Oc2ccccc2OC)(C(=O)O)CC1	?
COc1cc(OC)cc(-c2onc(C)c2C(=O)NC(C)c2ccccc2)c1 (stereo unspecified)	?
Cc1oc(-c2ccccc2)nc1C(=O)Nc1ccc(S(=O)(=O)NC2CC2)cc1	4.4%
COc1ccc(S(=O)(=O)NCc2ccc3c(c2)CCN3C(C)=O)cc1OC	-19.1%
COc1ccccc1C(=O)Nc1ccccc1OCc1cc(=O)n2cc(C)sc2n1	-6.6%
CCc1ncc(-c2ccccc2)[nH]1	-13.3%[230 µM]
COc1ccc(OC)c(-c2cc(C(=O)Nc3ccccc3C(N)=O)c3ccccc3n2)c1	?
CS(=O)(=O)N1CCCC(C(=O)N2CCN(Cc3ccccc3)CC2)CCNC(=O)CC1 (stereo unspecified)	25.9%
CC(C)Sc1nnc2c3cc(F)ccc3n(C)c2n1	-11.6%
COCc1nc(-c2ccc(OC3CN(Cc4ccsc4)C3)cc2)no1	1.1%
O=C(CCNC(=O)c1cccs1)NCC1COc2ccccc2O1 (stereo unspecified)	0.7%

An excerpt; rates above refer to the full screens.
